PNC assembly inh – blocks assembly of the perinucleolar compartment | PC3M PTB-GFP, PNC prevalence imaging, 16 h; active compounds read low | activity change (PNC), negative = inhibition, % at 10 µM | 140,000 compounds, 3.1% hits | AID 2417;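 active means readout at or below -70, meaning at least 70% loss of cells showing the perinucleolar compartment, a nuclear body marking cancer cells; inconclusive means readout between -30 and a set limit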;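 further: plate controls were DMSO wells for no effect and camptothecin positive control wells for full effect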
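Compounds are pinned in duplicate onto adhered PC3M cells stably expressing GFP-tagged PTB and incubated 16 h at 37 C. Cells are then fixed, nuclei stained with Hoechst, and PNC-positive cells counted.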
12-hLO inh – inhibitors of human 12-lipoxygenase (ALOX12). AID 1452. Potency, µM (doses to about 57.1 µM), inactives show top-dose activity change, negative = inhibition, usual class: inhibitors. purified 12-hLO, xylenol orange hydroperoxide absorbance. P18054. 150,000 compounds, 0.12% hits; further: potency means the concentration at half of the fitted maximal effect; nearly all actives have a fitted effect of over 55% in size; many of its hits are not listed in these tables
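Purified human 12hLO (150 nM final) was preincubated with compounds for 15 min at room temperature in 25 mM Hepes pH 7.0, 0.01% Triton X-100, then reacted with 40 uM arachidonic acid for 30 min. Hydroperoxide was detected with ferrous iron/xylenol orange.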
IMPase cell inh – IMPase inhibition in cells; CHO-M1 cells, IP1 accumulation, HTRF TR-FRET ratio; P97697; inhibition (IP1 accumulation), % at 46.1 µM; 120,000 tested, under 10 active; AID 901; active means well fitted curve in the direction sought with a large enough effect in the signal ratio, not every such curve was filed as active; inconclusive means small, poorly fitted or top-dose-only effect, or a change in a side signal; inactive means no such curve, though single readings can be large or run the other way; the % refers to the signal ratio;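 further: cells stimulated with carbachol in lithium chloride buffer; plate controls were DMSO basal wells for no effect and reference inhibitor wells for full effect; higher means more IMPase inhibition seen as more IP1 and lower FRET ratio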
Target sequence (P97697 whole entry, looked up): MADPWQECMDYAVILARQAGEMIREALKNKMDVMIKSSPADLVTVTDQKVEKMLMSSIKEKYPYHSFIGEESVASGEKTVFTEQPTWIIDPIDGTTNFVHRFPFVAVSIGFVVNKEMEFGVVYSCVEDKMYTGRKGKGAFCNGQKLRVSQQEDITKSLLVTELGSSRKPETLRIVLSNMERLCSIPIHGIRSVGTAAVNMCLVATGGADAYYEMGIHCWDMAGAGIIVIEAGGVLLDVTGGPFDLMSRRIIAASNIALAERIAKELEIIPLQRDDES
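In this qHTS, compounds (final up to 46 uM) act on CHO-M1 cells that are then activated through the M1 receptor with carbachol, in pH 7.4 buffer containing 50 mM LiCl, for 30 min. IP1 accumulation is quantified by the IP-One immunoassay.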
ALOX15B inhib – inhibitors of human 15-lipoxygenase 2 (ALOX15B); O15296; AID 881; 110,000 compounds, 0.56% hits; Potency, µM (doses to about 57.1 µM), without a hit: at the highest dose activity change, negative = inhibition, most hits filed as inhibitors; purified 15hLO-2, xylenol orange hydroperoxide absorbance; further: potency means the concentration at half of the fitted maximal effect; nearly all actives have a fitted effect of over 60% in size; many of its hits are not listed in these tables
Target sequence (O15296 whole entry, looked up): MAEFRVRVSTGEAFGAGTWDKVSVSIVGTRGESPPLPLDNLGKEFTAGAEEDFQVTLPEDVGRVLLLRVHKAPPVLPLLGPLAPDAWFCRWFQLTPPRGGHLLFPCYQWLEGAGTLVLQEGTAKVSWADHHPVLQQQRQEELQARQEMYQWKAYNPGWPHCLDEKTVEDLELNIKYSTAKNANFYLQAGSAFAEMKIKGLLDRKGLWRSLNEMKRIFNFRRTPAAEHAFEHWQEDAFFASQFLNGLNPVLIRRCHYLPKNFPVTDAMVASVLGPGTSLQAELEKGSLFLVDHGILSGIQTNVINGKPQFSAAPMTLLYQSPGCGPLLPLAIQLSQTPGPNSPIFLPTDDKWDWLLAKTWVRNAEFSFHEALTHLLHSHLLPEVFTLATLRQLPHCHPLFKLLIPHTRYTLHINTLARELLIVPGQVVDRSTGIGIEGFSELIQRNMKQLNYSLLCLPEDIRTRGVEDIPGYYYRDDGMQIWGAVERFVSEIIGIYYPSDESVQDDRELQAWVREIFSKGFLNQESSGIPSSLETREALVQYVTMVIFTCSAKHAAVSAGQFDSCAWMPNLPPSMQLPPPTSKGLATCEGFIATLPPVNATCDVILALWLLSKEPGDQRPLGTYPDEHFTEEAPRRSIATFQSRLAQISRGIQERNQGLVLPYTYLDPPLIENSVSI
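Enzyme 50 nM, AA 45 uM, 25 mM Hepes pH 7.5 + 0.01% Triton X-100; cpd preinc 15 min RT, rxn 90 min RT; stop/detect with 200 uM XO + 300 uM Fe(II) in 50 mM H2SO4, 30 min; A573/A405.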
Active calls of the source: *; ? = inconclusive; / = not tested or not shown; [ ] = remark or other dose. Unless noted, the call rests on the fitted dose curve; in most records, active means well fitted curve in the direction sought with a large enough effect; inconclusive means small, poorly fitted or top-dose-only effect, or another doubt; inactive means no such curve, though single readings can be large; an effect the other way counts as inactive or inconclusive. Unless noted, on the % scale 0 is the no-effect control and ±100 the full control effect. Not all compounds are listed (hit frequency here may not be typical).

mol	ALOX15B inhib	PNC assembly inh	IMPase cell inh	12-hLO inh
CN1CCN(S(=O)(=O)c2ccc(NC(=O)C3CCCO3)cc2)CC1 (stereo not drawn)	-9%	38	3	6%
CC(=O)N1CCN(c2ccc(NCc3ccc(C)s3)cc2)CC1	13µM*	?	19	11µM*
O=C(OCCO)c1cc(Cl)c(C(=O)OCCO)cc1Cl	1%	25	5	-3%
Cc1nn(-c2ccccc2)cc1/C=N/O	4%	7	8	-7%
Cc1ccc(C)c(NC(=O)C(OC(=O)c2ccc(C)s2)c2ccccc2)c1 (stereo not drawn)	/	2	-14	2%
O=C(Nc1ccccc1N1CCCC1)c1cccc(-c2cc3ccccc3oc2=O)c1	/	-17	/	2%
O=C(CCN1CCCCC1)Nc1ccc(Br)cc1	/	218	-4	3%
Cc1nnc(C)c2c(C)n(Cc3ccc4c(c3)OCO4)c(C)c12	20%	13	-1	-4%
CC(C)=CC(=O)N1CCCc2ccccc21	-1%	48	11	2%
Cc1nc(NCc2ccco2)c2c(C)c(C)sc2n1	-17%	18	4	-5%
O=C(NCc1ccco1)c1ccccc1NC(=O)C1CC(=O)N(c2ccc(Cl)cc2)C1 (stereo not drawn)	-7%	0	2	0%
CCOCCCNc1nc2c(C)cccn2c(=O)c1/C=C1\SC(=S)N(CC(C)C)C1=O	10%	51	2	9%
CC(Sc1nnc2c(n1)C1(C)CCC2C1(C)C)C(=O)Nc1ccccc1 (stereo not drawn)	0%	5	-3	-4%
Cn1c(C(=O)N2CCCC(C(=O)NCCN3CCOCC3)C2)cc2sccc21 (stereo not drawn)	3%	-21	0	-7%
COc1cc(-c2nc(C(F)(F)F)c(OC)o2)cc(OC)c1OC	/	44	/	2%
Cc1cc([N+](=O)[O-])nn1CCCC(=O)Nc1sc2c(c1C(N)=O)CCC(C)C2 (stereo not drawn)	/	-13	/	-1%
Cc1ccc(-c2cc(C(=O)N/N=C/c3ccco3)[nH]n2)cc1	2%	0	6	-23%
CCOC(=O)C(Cc1ccccc1)NC(=O)CNC(=O)CNC(=O)OCc1ccccc1 (stereo not drawn)	/	?	-7	-1%
CCN1CCN(C(=O)Cn2ncc3c2-c2ccccc2OC3)CC1	7%	18	0	5%
COc1c(F)c(F)c(C(=O)Nc2ccc(N3CCN(C(C)=O)CC3)c(Cl)c2)c(F)c1F	1%	?	0	2%
Cc1cc(C(C)(C)C)oc1C(=O)NCCCNC(=O)c1oc(C(C)(C)C)cc1C	/	104	-6	2%
O=C1C2C(c3ccccc3)C=CC(c3ccccc3)C2C(=O)N1CCCO (stereo not drawn)	-5%	-24	-5	-1%
CC(C)N(CCn1c(=S)[nH]c2ccccc2c1=O)C(C)C	-1%	?	-3	-5%
CN(C)CCC(=O)c1ccc(Cl)cc1	?	?	5	-5%
Cc1ccc2c(c1)/C(=N/N1C(=O)c3ccccc3C1=O)C(=O)N2	/	-25	/	1%
Cc1ccc(-c2nc3cccnc3s2)cc1NS(=O)(=O)c1ccc2c(c1)CCCC2	/	4	/	-1%
c1cncc(CSc2ncnc3nc[nH]c23)c1	5%[11.4 µM]	/	/	1%[11.4 µM]
CC(C)CC(=O)Nc1nnc(SCC(=O)Nc2ccc3c(c2)OCO3)s1	/	4	-2	3%
Cc1cc(C)cc(N=Cc2ccc([N+](=O)[O-])s2)c1	/	39	/	0%
N#CC1=C(N)Oc2c(oc(CO)cc2=O)C1c1ccsc1 (stereo not drawn)	3%	28	-2	-9%
O=C1c2cccnc2C(Nc2ccc(S(=O)(=O)N3CCCCCC3)cc2)N1Cc1ccccc1 (stereo not drawn)	-8%	?	2	-3%
COc1ccccc1N1CCN(C(=O)CSc2nnc3c4ccccc4nc(Cc4ccccc4)n23)CC1	/	6	-15	-4%
Cc1nnc(NC2CCCCC2)[nH]c1=O	7%[2.29 µM]	34	7	6%
CCCCn1c(SCC(=O)N2CCCC2)nnc1-c1ccccc1	4%	-2	-1	2%
Cc1cc(C)c(Nc2cc(S(=O)(=O)O)c(N)c3c2C(=O)c2ccccc2C3=O)c(C)c1	/	1	?	-2%
O=C(Cn1c(C(=O)N2CCc3ccccc3C2)cc2sccc21)c1ccccc1	-2%	?	7	-7%
Cc1cc(CNC(=O)c2cc(Br)ccc2Cl)nn1C	1%	12	-3	-2%
CCOC(=O)C1CCCCN1Cc1cccc(OC)c1OC (stereo not drawn)	-13%	-20	-7	-5%
O=C(NNS(=O)(=O)c1ccccc1[N+](=O)[O-])c1ccc(O)cc1	7%	-25	4	-8%
O=C(c1cn(-c2ccccc2)nc1-c1ccc(Cl)s1)N1CCOCC1	5%	0	0	4%
CC(NC(=O)C12CC3CC(CC(C3)C1)C2)c1ccc2c(c1)OCCO2 (stereo not drawn)	0%	31	1	10%
Cc1cc(NCCN2CCOCC2)n2nc(C)c(-c3ccc(Cl)cc3)c2n1	50%[activator]	?	6	8%
CCOC(=O)c1ccccc1NC(=O)CN(c1ccccc1C)S(C)(=O)=O	1%	70	5	-2%
Cc1onc(-c2ccccc2)c1C(=O)NC1C(=O)N2C(C(=O)O)C(C)(C)S[C@@H]12 (stereo partly drawn)	-3%	/	/	0%
CN1CCN(C2=CC(=O)OC23CCCCC3)CC1	/	-25	14	1%
Cc1ccc(C)c(NC(=S)NCc2ccc3c(c2)OCO3)c1	?	21	8	-22%
Cc1ccc(S(=O)(=O)Nc2cc(=O)[nH]c3c2CCC3)cc1	-8%[11.4 µM]	/	/	-2%[11.4 µM]
Cc1nnc(NC(=O)c2ccc(S(=O)(=O)N3CCCCCC3)cc2)o1	4%	101	1	-2%
COc1ccc(Oc2nc(SC)nc3ccsc23)cc1	-11%	32	6	0%
O=C(COc1ccc(C(=O)c2ccccc2)cc1)NC1CCCCCC1	/	-9	/	-1%

Looked up one by one from the entries so far:
mol	ALOX15B inhib	PNC assembly inh	IMPase cell inh	12-hLO inh
Cc1cc(C)cc(N=Cc2ccc([N+](=O)[O-])s2)c1	/	39	/	0%
Cc1onc(-c2ccccc2)c1C(=O)NC1C(=O)N2C(C(=O)O)C(C)(C)S[C@@H]12 (stereo partly drawn)	-3%	/	/	0%

The results go on:
mol	ALOX15B inhib	PNC assembly inh	IMPase cell inh	12-hLO inh
Cc1c(/C=N/N2C(=O)C3C4C=CC(C4)C3C2=O)c2ccccc2n1C (stereo not drawn)	/	?	/	0%
Cc1ccc(CSc2nnc(Nc3ccc(C)cc3)s2)cc1	-9%	47	0	-6%
c1ccc(Sc2cccc3ccccc23)c(CNC2=NCCN2)c1	/	-10	/	-2%
CCOC(=O)/C(=C/c1ccc(OC(=O)c2ccccc2)cc1)C(C)=O	/	5	/	-5%
COC(=O)c1ccc(/C=N/NS(=O)(=O)c2cc(C)ccc2C)cc1	/	?	/	1%
O=C(Nc1ccc2c(c1)OCCO2)C1CCCN(S(=O)(=O)c2cccs2)C1 (stereo not drawn)	8%	15	7	0%
CCOc1nc(OCC)nc(-n2cc(-c3ccccc3)nn2)n1	-6%	-25	9	-8%
COc1ccccc1S(=O)(=O)Nc1ccc(-c2nnc3n2CCCCC3)cc1	1%	54	2	-2%
COc1ccc(-n2c(=O)cc(N3CCN(Cc4ccccc4)CC3)[nH]c2=O)cc1	/	15	-6	-2%
COc1ccc(N2C(=O)CCC(C(=O)N3CCCCC3)C2c2ccc(OC)c(OC)c2)cc1 (stereo not drawn)	0%	-7	-5	-3%
COc1ccc(Cl)cc1NC(=O)CC(C)c1ccccc1 (stereo not drawn)	-2%	16	-2	-3%
CCOC(=O)c1sc(NC(=O)c2ccncc2)nc1C	/	65	-2	-6%
CCCCNS(=O)(=O)c1ccc(OC)c2ncccc12	2%	?	-3	3%
CN1CCN(CC(=O)Nc2nc(-c3ccccc3)cs2)CC1	15%	-14	11	1%
CCCCNC(=O)/C(C#N)=c1\s/c(=C\c2ccccc2OC(F)F)c(=O)n1CCCOC	/	38	9	2%
Cc1cccc2sc(NC(=O)Cn3cccc3)nc12	/	4	-1	3%
O=C(CCCN1C(=O)c2cccc3cccc(c23)C1=O)N1CCN(c2ccccn2)CC1	/	27	/	0%
O=C(OCC(=O)N1CCN(c2ccccc2)CC1)C1=COCCO1	4%	-6	13	1%
Cc1cc(C)cc(NC(=O)CN2C(=O)NC(C)(c3ccccc3)C2=O)c1 (stereo not drawn)	1%	11	-1	-3%
C/C(=N/NC(=O)c1ccco1)c1cccc(NC(=O)c2ccc(C)o2)c1	-1%	21	5	0%
COc1ccccc1NC(=S)N1CCCC1	/	4	/	0%
O=C(NC1CCCCC1)C(c1ccncc1)N(Cc1ccc2c(c1)OCO2)C(=O)c1cnsn1 (stereo not drawn)	/	9	6	-15%
CCOc1ccc(OCC)c(NC(=O)C2CCN(S(=O)(=O)c3cnc[nH]3)CC2)c1	-3%	-9	9	3%
Cc1ccccc1C(=O)NCC(=O)NNC(=S)NC(=O)c1ccccc1C	/	0	/	-7%
CC(C)[C@H](NC(=O)c1cccc(S(=O)(=O)N2CCOCC2)c1)C(=O)Nc1nc2ccccc2s1	/	?	/	-6%
c1ccc(CCc2ccccc2-c2nc(-c3cccnc3)no2)cc1	52%[activator]	34	3	-4%
Cc1cccc2sc(NC(=O)c3ccc(NS(=O)(=O)c4cccs4)cc3)nc12	/	-84*	/	-3%
Cc1[nH]c2ccccc2c1/C=N/NC(=O)CNC(=O)c1ccc2c(c1)OCO2	/	-3	6	-2%
CN1[C@H](Cc2ccccc2)C=C[C@]1(C)C(=O)NCC1CC1	-2%	/	/	-4%
Cc1ccc(S(=O)(=O)NCCSc2nnnn2-c2cc(C)ccc2C)cc1	-15%	-21	5	-26%
CCOC(=O)C1=C(c2ccc(OC)cc2)C(=O)c2ccccc2C1=O	/	?	13	-1%
Cc1cccc(C(=O)O)c1C[C@H]1NCC[C@H]2c3ccccc3N[C@@H]12	-7%[11.4 µM]	/	/	0%[11.4 µM]
CN(C)CCNC(=S)Nc1ccccc1Cl	/	?	/	0%
O=C(Cn1cnc2scc(-c3ccc(F)cc3)c2c1=O)N1CCOCC1	-3%	18	-7	5%
Cc1ccc(C)c(NC(=S)NNC(=O)c2ccco2)c1	5%	?	-8	1%
Cc1ccc(-c2nc(=S)c3c(n2Cc2ccco2)CC(C)(C)OC3)cc1	?	7	-2	-5%
COc1cccc(NC(=S)NN2C(C)CCCC2C)c1 (stereo not drawn)	/	-5	1	-2%
CCOC(=O)C1=C(C)OC(N)=C(C#N)C1c1cc2cc(C)ccc2nc1N1CCCCC1 (stereo not drawn)	/	366	?	?
O=C(COc1ccc(-c2ccccc2)cc1)N/N=C/c1cc(O)ccc1Br	/	-1	/	-6%
CC(=O)Nc1cccc(NC(=O)CSc2nnc(Cc3cccn3C)n2-c2ccc(C)cc2)c1	-11%	?	-21	-9%
ONC(=Nc1ccccc1)C(=Nc1ccccc1)NO	-4%	-13	3	0%
CC(C)OC(=O)CC(=O)CSc1nc2c(c(-c3cccs3)c1C#N)CCC2	/	9	-26	0%
COC(=O)c1sccc1NC(=S)N1CCN(c2cccc(C)c2C)CC1	/	-9	/	-8%
CCOC(=O)C1=C(N)N(c2ccccc2)C2=C(C(=O)CCC2)C1c1cccnc1 (stereo not drawn)	/	55	/	0%
CCOC(=O)c1cccc(S(=O)(=O)N(CCO)Cc2cc3cc(OC)ccc3[nH]c2=O)c1	1%	?	-8	2%

High-throughput results (PubChem BioAssay)
